# mHtt clearance = compounds clearing mutant huntingtin protein. HeLa Exon1htt(103Q)mCFP, aggregate imaging; zero = plate's median compound well. inhibition, % at 1.5 µM. 0.42% of 47,000 active;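 active means inhibition of aggregate fluorescence above about 70%, also judged a hit by eye on the cell image, limit read from the data, passing the limit was not always enough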;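 further: cells exposed to compound for three days before fixation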
# mHtt clearance grain fraction = further read-out of mHtt clearance, marked with its call; fraction fluorescence in grains; measured here: aggregate grain fluorescence fraction; stronger effect = lower value;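 scaled fraction of total cell fluorescence in grains with unit not stated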
# * = called active by the depositor.
# Results follow in this order: mHtt clearance	mHtt clearance grain fraction
CCOc1ccc(NC(=O)CSc2nc3cccnc3n2CCOC)cc1
 : 19	29
COC(=O)c1ccc(Cl)c(NC(=O)CN2CCOCC2)c1
 : 7	16
O=C(CSc1nnc(CNC(=O)c2cccs2)o1)c1ccc(Cl)cc1
 : -4	40
C=CCn1c(Sc2nnc(C)s2)nc2c1c(=O)[nH]c(=O)n2C
 : 6	33
CCn1c(SCc2nc3ccccc3s2)nnc1-c1cccs1
 : -22	54
CN1C(=O)CC(N2CCC(c3nc4ccccc4s3)CC2)C1=O (stereo not drawn)
 : 14	17
COC(=O)[C@H](CCSC)NC(=O)Nc1ccc(C(C)C)cc1
 : 11	30
CC(=O)Nc1ccc(N2C(C(C)=O)=NN(c3ccc(Cl)cc3)C2c2sccc2C)cc1 (stereo not drawn)
 : -18	20
COc1ccccc1N(CC(=O)NCc1ccccn1)S(C)(=O)=O
 : 0	17
COc1ccc(CCNC(=O)Cc2nn(C)c(=O)c3ccccc23)cc1OC
 : 21	15
COc1ccc(Nc2cc(C)nc3ncnn23)c(OC)c1
 : 24	37
Cn1c(/C(C#N)=N/O)nc2ccccc21
 : -11	21
O=C(Nc1nccs1)C1CCCN1S(=O)(=O)c1ccc(F)cc1 (stereo not drawn)
 : -18	22
c1ccc2c3nnc4n(c-3nc2c1)CCCS4
 : -32	24
COc1cc(OC)c(NC(=S)Nc2cccc(C(C)=O)c2)cc1Cl
 : -1	31
Cn1ccnc1Sc1nc(Nc2cccc(Cl)c2)nc(N2CCOCC2)n1
 : 52	9.8
Oc1ccc(CNc2ccccc2O)cc1
 : -147	48
Cc1cccc(NC(=O)c2sc(C)nc2C)c1
 : -4	21
CCCCCOC(=O)CSc1nc2c(c(=O)[nH]c(=O)n2C)n1Cc1ccc(Cl)cc1
 : -26	41
Cc1sc(NC(=O)c2cccs2)c(C(N)=O)c1C
 : 33	22

# Later entries:
# Results follow in this order: mHtt clearance	mHtt clearance grain fraction
CCOC(=O)C1CSC(CC(=O)Nc2ccc(OCC)cc2)C(=O)N1 (stereo not drawn)
 : -69	32
Cc1nc2c3ccccc3n(CC#N)c(=O)n2n1
 : -13	55
C/C(NC(=O)c1cccs1)=C1\C(=O)C[C@@H]2[C@H]1C2(C)C
 : 3	34
COc1ccc(Br)cc1C(=O)Nc1ccc(N2CCN(S(C)(=O)=O)CC2)cc1
 : 17	16
CCn1nnnc1SCC(=O)c1ccc(C)cc1
 : -99	36
COc1ccc(C(O)P(=O)(OC2CCCCC2)c2ccc(N(C)C)cc2)cc1OC (stereo not drawn)
 : -24	46
O=C(NC1CC1)c1nc2c(nnn2Cc2ccccc2Cl)c(=O)[nH]1
 : -34	27
Cc1nc(CCNC(=O)c2cccs2)cs1
 : 25	15
COc1ccccc1OCCCn1cc(C#N)c2ccccc21
 : -326	80
CCOC(=O)c1cnc2ccc(Cl)cc2c1N1CCN(C)CC1
 : -25	25
O=C1CCC(C(=O)OCC(=O)C23CC4CC(CC(C4)C2)C3)N1 (stereo not drawn)
 : 29	29
CNCCCOc1ccc(C(C)(C)c2ccccc2)cc1
 : -53	47
COc1cc(C(=O)OCCN2CCOCC2)ccc1O
 : -23	46
O=[N+]([O-])c1cc(-c2cnc3ccccc3n2)ccc1Oc1ccc(F)cc1
 : 19	32
CCOC(=O)c1ccc(S(=O)(=O)Nc2cc(C(C)(C)C)no2)cc1
 : -228	60
NC(=O)c1ccc(-n2nnnc2SCc2ccc(F)cc2)cc1
 : 31	23
Cc1ccc(CCNC(=O)C2CCCN(S(=O)(=O)c3c(C)noc3C)C2)cc1 (stereo not drawn)
 : 12	25
O=C(Cn1c(=S)nc2ccccn21)N1CCc2ccccc2C1
 : -5	20
CC(=N\Nc1ccc(Cl)cc1)/C(=N/O)C(=O)Nc1ccccc1
 : 8	29
Cc1ccc(C(=O)Nc2nnc(-c3cccs3)s2)cc1C
 : 34	13

# Carrying on:
# Results follow in this order: mHtt clearance	mHtt clearance grain fraction
O=C(COc1ccc(S(=O)(=O)NC2CCCCC2)cc1Cl)NCc1cccnc1
 : 45	11
CCCCn1c(SC(C)C(=O)c2ccc(OC)cc2)nc2cc(S(N)(=O)=O)ccc21 (stereo not drawn)
 : 25	30
N#Cc1c(OCC(=O)c2ccccc2)nc2c(c1-c1ccco1)CCc1ccccc1-2
 : -266	71
Cc1ccc(S(=O)(=O)N2CCN(Cc3cc(C(C)C)ccc3O)CC2)cc1
 : -10	41
Cc1ccccc1-n1ncc2c(SCC(=O)NCc3cccs3)ncnc21
 : 32	14
Cc1cc2oc(C(=O)N(Cc3ccccc3)C3CCS(=O)(=O)C3)cc(=O)c2cc1Cl (stereo not drawn)
 : -17	27
CCOc1cc(C)c(C(C)C)cc1S(=O)(=O)NCc1ccccn1
 : 4	19
CC(C)c1ccc(N2CC(C(=O)Nc3nccs3)CC2=O)cc1 (stereo not drawn)
 : -7	40
Cc1ccccc1NC1(C#N)C(=O)Nc2ccccc21 (stereo not drawn)
 : -33	24
CC(=O)CCS(=O)(=O)c1ccc(Oc2ccc(S(=O)(=O)CCC(C)=O)cc2)cc1
 : 30	14
COc1cccc(/C=N/n2c(=S)n(C)c3ccccc32)c1OC
 : 6	26
CC(=O)N1CCN(S(=O)(=O)c2ccc(C)cc2)C1c1ccc(N(C)C)cc1 (stereo not drawn)
 : -19	38
CCOC(=O)c1c(NC(=O)OC)sc(C(=O)N(C)C)c1C
 : -33	51
COc1ccc(S(=O)(=O)N(CC(=O)N2CCN(C)CC2)c2ccc(C)cc2)cc1OC
 : 3	23
CCCc1ccc(OCc2ccc(C(=O)N/N=C/c3cccc([N+](=O)[O-])c3)o2)c(OC)c1
 : 26	29
Cc1ncoc1C(=O)Nc1ccc2c(c1)OCCO2
 : 14	34
Cc1ccc(S(=O)(=O)C2(C(=O)NC3CCCC3)CC2)cc1
 : -17	20
O=S(=O)(NCc1cccnc1)c1ccccc1
 : 40	12
COc1ccc(C(N)CCc2ccco2)cc1 (stereo not drawn)
 : -52	52
CCOC(=O)C(=O)Nc1nnc(CCc2ccccc2)s1
 : 8	18

# Single records, as listed above.
# COc1cccc(/C=N/n2c(=S)n(C)c3ccccc32)c1OC is listed as mHtt clearance: 6; mHtt clearance grain fraction: 26
# Cc1ccccc1-n1ncc2c(SCC(=O)NCc3cccs3)ncnc21 is listed as mHtt clearance: 32; mHtt clearance grain fraction: 14

# Further entries:
# Results follow in this order: mHtt clearance	mHtt clearance grain fraction
Cc1ccc(Cl)cc1NC(=O)CSc1nnc(C)n1-c1ccccc1
 : 45	9
O=C(CCCc1cccs1)N1CCN(S(=O)(=O)c2ccccc2Br)CC1
 : 16	17
O=C(O)C1C2CCC(C2)C1C(=O)NCc1ccccn1 (stereo not drawn)
 : 14	30
CCOC(=O)C1CCCN(C(=O)C2CCC(CNS(=O)(=O)c3ccc(NC(C)=O)cc3)CC2)C1 (stereo not drawn)
 : 40	22
COc1ccc(CN2CCOCC2)c(C)c1C
 : -53	26
Cc1ccc(OCCN2CCN(C(=O)CCC(=O)Nc3nnc(C)s3)CC2)cc1
 : 9	42
Cc1cccc(NC(=O)Nc2cc(C)on2)c1
 : -4	17
CC(c1nnc(SCC(=O)N2CCc3ccccc32)n1-c1ccc(Cl)cc1)N(C)C (stereo not drawn)
 : 12	26
Cc1ccc(-n2nc3c(c2NC(=O)c2ccccc2Br)CS(=O)C3)cc1 (stereo not drawn)
 : 26	38
CCOc1ccccc1CNC(=O)CCN1C(=O)COc2ccccc21
 : 16	16
COC(=O)c1ccccc1NC(=O)c1ccccc1N(C)S(C)(=O)=O
 : -9	23
Cc1cccc2sc(NC(=O)C3CCCO3)nc12 (stereo not drawn)
 : -14	22
CCOc1ccc(OCC)c(N=c2oc3c(C)ncc(CO)c3cc2C(N)=O)c1
 : 8	28
COC(=O)c1cc2nc(-c3ccccc3)cc(C(F)(F)F)n2n1
 : 42	11
O=C1c2ccccc2C(Nc2ccc(S(=O)(=O)N3CCOCC3)cc2)N1c1cccnc1 (stereo not drawn)
 : 14	39
Cc1cc(-c2nc3ccccc3o2)c2ccccc2n1
 : -30	44
CCOC(=O)c1[nH]c(C)c(C(=O)NCc2ccccn2)c1C
 : -102	39
Nc1nnc(CC(=O)N2CCCCC2)s1
 : -38	61
CCOC(=O)c1oc2cc(O)ccc2c(=O)c1-c1ccc(OC)cc1
 : 12	27
O=C(NCC1CCCO1)/C(=C\c1ccc(Cl)cc1)NC(=O)c1ccccc1 (stereo not drawn)
 : -16	39

# Later entries
# Results follow in this order: mHtt clearance	mHtt clearance grain fraction
Cc1ccc(Cn2c(SCCN3CCCCC3)nc3c2c(=O)[nH]c(=O)n3C)cc1
 : -43	44
Cc1cccc(Nc2nn3c(=O)c4ccccc4nc3s2)c1
 : 15	32
O=C1CC(Cc2ccc(Cl)cc2)C(=O)N1c1ccncc1 (stereo not drawn)
 : 16	16
Cc1ccnc(NC(=O)COC(=O)C2COc3ccccc3O2)n1 (stereo not drawn)
 : -48	52
O=C(CSc1nc2ccccc2[nH]1)Nc1ccc2c(c1)OCCO2
 : 37	25
CCc1nnc(NC(=O)CSc2nc3cccnc3n2C2CCCCC2)s1
 : 41	12
Cn1c(=O)c2c(nc(SCCN3CCCCC3)n2C)n(C)c1=O
 : -10	21
COc1ccc(-c2cc(C(F)(F)F)n3nc(C(=O)N4CCOCC4)nc3n2)cc1
 : 11	19
CC1CCN(S(=O)(=O)N2CCC(C(=O)NCc3cccs3)CC2)CC1
 : 4	41
O=C1CSC(c2cn(-c3ccccc3)nc2-c2cccs2)N1Cc1ccccc1 (stereo not drawn)
 : 5	18
CCN(C(=O)COC(=O)c1cc(C)n(-c2ccc(F)cc2)c1C)C1CCS(=O)(=O)C1 (stereo not drawn)
 : -3	20
C=C(C)[C@H]1CC=C(C)/C(=N/NC(=O)CNc2ccccc2OC)C1
 : 30	26
O=C1OCCC1Sc1nc(-c2ccccc2)cs1 (stereo not drawn)
 : -28	23
CC(=O)c1ccc2c(c1)C1C=CCC1C(c1ccncc1)N2 (stereo not drawn)
 : 25	28
COC(=O)CSc1nc2ncc(Cl)cc2[nH]1
 : -124	46
CS(=O)(=O)N1CCN(C(=O)c2ccccc2F)CC1
 : -11	20
CCCCC(=O)Nc1nc(C)c(-c2csc(Nc3cc(OC)ccc3OC)n2)s1
 : 19	31
CC(C)(C)C1=NN(C(=O)c2ccccc2)C(O)(C(C)(C)C)C1 (stereo not drawn)
 : 0	33
Cc1ccc(-c2nnc(SC(C)C#N)n2N)cc1 (stereo not drawn)
 : 16	33
O=c1[nH]ncn2cccc12
 : 36	23

# Further entries
# Results follow in this order: mHtt clearance	mHtt clearance grain fraction
CCCCN(CCCC)C(=O)CCS(=O)(=O)c1ccc2c(c1)n(C)c(=O)c(=O)n2C
 : -26	49
CC1CC(C)(C)CC2(C1)NC(=O)N(CC(=O)NCC(c1ccco1)N1CCCCC1)C2=O (stereo not drawn)
 : 31	14
O=C(C1CC1)N1CCN=C1SCc1cccc(C(F)(F)F)c1
 : -5	30
Cc1ccc(OCC2Cn3c(nc4c3c(=O)n(C)c(=O)n4C)O2)cc1 (stereo not drawn)
 : 0	18
Cc1ccc(S(=O)(=O)Oc2ccc(/C=C3\N=C(c4cccc(C)c4)OC3=O)cc2)cc1
 : -75	71
Cc1nnc(Sc2nc3ccccc3o2)c2ccccc12
 : 32	12
O=C(O)C1CCCCC1C(=O)NCCc1ccc(Cl)cc1 (stereo not drawn)
 : 15	39
CC(C)c1ccc(NC(=O)C2C3C=CC4(CN(CCCN5CCOCC5)C(=O)C24)O3)cc1 (stereo not drawn)
 : -12	43
Cc1ccc(C)c(N2CCN(C(=O)CCCOc3cc(=O)n(C)c4ccccc34)CC2)c1
 : -21	25
O=C(CCC1COc2ccccc2O1)NCc1ccccc1 (stereo not drawn)
 : 8	35
Cc1cccc(-n2c(C)cc(/C=N/n3cnnc3)c2C)c1
 : -3	41
Cc1cc(Cl)ccc1OCC(=O)Nn1c(C)ccc1C
 : -89	37
Cc1ccc(Cn2c(Sc3nccc(C)n3)nc3c2c(=O)[nH]c(=O)n3C)cc1
 : 14	35
COc1cc(/C=C/C(=O)NNc2c(F)c(F)cc(F)c2F)ccc1OC(F)F
 : 24	14
Cc1c(C(=O)N2CCCCC2)sc(NC(=O)c2ccco2)c1C#N
 : -6	20
Cc1nn(C)c(C)c1NC(=O)CSc1nc(-c2ccccc2Cl)nc2c1cnn2-c1ccccc1
 : 40	24
Cc1ccc(C(=O)n2nnc3ccccc32)cc1
 : 32	14
C=C(C)C(=O)OC1(C(F)(F)F)Oc2cc(C)ccc2NC1=O (stereo not drawn)
 : 12	37
Nc1ccccc1-c1nc2ccccc2[nH]1
 : -31	24
CCNC(=S)NCCN1CCCCC1
 : -59	25

# Later entries
# Results follow in this order: mHtt clearance	mHtt clearance grain fraction
Cc1cc(C)nc(SCCC(=O)N(C)C)n1
 : -14	39
O=C(O)C1C2C=CC(C2)C1C(=O)Nc1cccc(F)c1 (stereo not drawn)
 : -12	22
CCOC(=O)/C=C(\C)Sc1cc(=O)oc2ccccc12
 : 19	13
Nc1cc(C(=O)N2CCCC2)cc(C(=O)N2CCCC2)c1
 : -32	25
O=C(CSc1nnc2n1CCCN2C(=S)Nc1ccc(Cl)cc1)c1ccccc1
 : 35	12
O=C(O)CC(c1ccccc1)n1cccc1 (stereo not drawn)
 : -18	47
O=C(CSc1nc2ccccc2o1)NCc1n[nH]c(=O)c2ccccc12
 : 37	11
CCc1ccc(NC2=NC(C(=O)c3ccccc3)CC(=O)N2)cc1 (stereo not drawn)
 : -12	20
COc1ccc2cc(C)c(SCC(=O)Nc3cc(C)on3)nc2c1
 : 45	11

# Looked up one by one from above:
# Results follow in this order: mHtt clearance	mHtt clearance grain fraction
O=C(CSc1nc2ccccc2o1)NCc1n[nH]c(=O)c2ccccc12
 : 37	11
O=C(O)C1C2C=CC(C2)C1C(=O)Nc1cccc(F)c1 (stereo not drawn)
 : -12	22
Cc1cc(C)nc(SCCC(=O)N(C)C)n1
 : -14	39

# Four successive records out of the list so far:
# Results follow in this order: mHtt clearance	mHtt clearance grain fraction
Cc1cc(C)nc(SCCC(=O)N(C)C)n1
 : -14	39
O=C(O)C1C2C=CC(C2)C1C(=O)Nc1cccc(F)c1 (stereo not drawn)
 : -12	22
CCOC(=O)/C=C(\C)Sc1cc(=O)oc2ccccc12
 : 19	13
Nc1cc(C(=O)N2CCCC2)cc(C(=O)N2CCCC2)c1
 : -32	25

# High-throughput results from PubChem BioAssay.

# These rows are one share of the data (hit frequency here may not be typical).
